Screening results deposited in PubChem BioAssay by several laboratories.
Neddylation inh = inhibitors of human cullin neddylation; TR-FRET cullin neddylation, biochemical; calls only at 25 µM; 360,000 compounds, 0.58% hits; in the data active means inhibition above about 36%
FAS TE block = FAS thioesterase (human) inhibition; 360,000 compounds, 0.67% hits; inhibition, % at 15 µM; AID 602261; recombinant FAS-TE, OMFH fluorogenic substrate, fluorescence endpoint; P49327;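 active means compounds whose normalised, plate-corrected inhibition of enzyme fluorescence in the single-dose primary screen is 50% or more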;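 further: 0% = DMSO with enzyme and 100% = substrate without enzyme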
MT1-MMP act inh = blocks activation of human MT1-MMP | HT1080 RFP-PRO-GFP cells, GFP/RFP ratio fluorescence, overnight; percent of plate control window, DMSO zero | 360,000 compounds, 0.061% hits | GFP/RFP ratio change, % at 20 µM | AID 651647;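 active means GFP/RFP ratio change of at least 30% with cell ATP level not reduced by more than half and red fluorescence within 50% of control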; further: strong numbers were not always called active
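Assay system: HT1080 cells carrying an RFP-PRO-GFP reporter | Dosing: Single dose of 20 µM compound, 1% DMSO final | Incubation: Cells overnight before dosing, compound overnight, 37 °C, 5% CO2 | Evaluation: GFP/RFP fluorescence ratio | Control set: DMSO and RFP-L50D-GFP cell wells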
SKN-1 inh = inhibitors of C. elegans SKN-1 | C. elegans VP596 Pgst-4::GFP/RFP ratio, acrylamide-induced, 24 h | inhibition, % at 21.8 µM | 360,000 compounds, 0.49% hits;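 active means interference check ratio from 0.5 to 1.5 plus GFP to RFP signal ratio inhibition reaching or exceeding a fixed threshold, cut at about 30% in these data, passing the limit was not always enough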; further: some compounds called inactive have numbers as strong as hits
eLon inh = E. coli protease La inhibition. P0A9M0. purified E. coli Lon protease, fluorescence polarization. inhibition, % at 7.94 µM. 360,000 compounds, 0.42% hits; in the data active means inhibition above about 13%, passing the limit was not always enough;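 further: 0% = enzyme with probe and DMSO and 100% = no enzyme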
Target sequence (P0A9M0 whole entry, looked up): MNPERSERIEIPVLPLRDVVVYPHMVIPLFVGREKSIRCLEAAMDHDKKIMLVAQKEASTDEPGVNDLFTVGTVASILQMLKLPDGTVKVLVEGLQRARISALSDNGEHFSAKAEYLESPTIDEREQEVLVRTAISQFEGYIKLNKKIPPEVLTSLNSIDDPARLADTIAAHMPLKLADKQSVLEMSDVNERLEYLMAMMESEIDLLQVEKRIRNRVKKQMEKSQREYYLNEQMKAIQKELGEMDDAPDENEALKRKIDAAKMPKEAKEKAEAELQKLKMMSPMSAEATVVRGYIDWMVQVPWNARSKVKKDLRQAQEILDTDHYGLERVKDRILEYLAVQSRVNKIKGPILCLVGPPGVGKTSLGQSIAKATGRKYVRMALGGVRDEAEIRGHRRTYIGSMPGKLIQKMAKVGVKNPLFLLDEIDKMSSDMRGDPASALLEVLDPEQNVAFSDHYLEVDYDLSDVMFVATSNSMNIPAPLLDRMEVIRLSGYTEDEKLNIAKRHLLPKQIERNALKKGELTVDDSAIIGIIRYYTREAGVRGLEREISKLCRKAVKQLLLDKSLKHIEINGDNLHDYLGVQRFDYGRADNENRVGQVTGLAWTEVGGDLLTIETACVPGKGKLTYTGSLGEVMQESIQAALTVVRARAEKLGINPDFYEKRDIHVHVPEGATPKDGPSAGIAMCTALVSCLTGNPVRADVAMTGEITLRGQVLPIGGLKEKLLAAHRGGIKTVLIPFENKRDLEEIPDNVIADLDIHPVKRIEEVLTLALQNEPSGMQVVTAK
MsrA act = activates bovine MsrA enzyme | 360,000 compounds, 0.3% hits | purified bovine MsrA, absorbance read-out | activation, % at 10.6 µM | AID 602163; in the data active means activation above about 7.5%;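 further: 0% = vehicle and 100% = reference activator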
PABP1 MLLE inh = inhibitors of microRNA-mediated deadenylation, human PABP1 MLLE binding. P11940. GST-MLLE / FITC-PAM2 fluorescence polarization. inhibition, % at 20 µM. 360,000 compounds, 0.36% hits. AID 588489; in the data active means inhibition above about 35%, passing the limit was not always enough;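 further: plate controls were DMSO wells with GST-MLLE for no effect and wells lacking GST-MLLE protein for full effect; some results filed as inactive read as strong as hits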
CendR NRP1 mod = modulators of CendR peptide binding to human neuropilin-1; O14786; FAM-RPARPAR peptide binding to NRP-1, fluorescence polarization; inhibition, % at 25 µM; 360,000 compounds, 0.85% hits;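 active means inhibition or corrected inhibition above about 18%, plus a signal ratio from 0.5 to 1.5, limit read from the data, passing the limit was not always enough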; further: strong numbers were not always called active
Rin1 Abl inh = blocks binding of human Rin1 to Abl; TR-FRET Rin1/Abl binding, biochemical; inhibition, % at 7.35 µM; 360,000 compounds, 0.4% hits; AID 588664; in the data active means inhibition above about 5%, passing the limit was not always enough
Numbers without * were called inactive; i = inactive; nt = no result given. Outcome played no part in choosing rows; any-hit rate near 4%.

Start of the listing, in advance (9 entries):
SMILES | Neddylation inh | FAS TE block | MT1-MMP act inh | SKN-1 inh | eLon inh | MsrA act | PABP1 MLLE inh | CendR NRP1 mod | Rin1 Abl inh
CC1(C(=O)NS(=O)(=O)c2cccc(OC(F)F)c2)CCN1C(=O)c1ccccc1 (stereo not drawn) | i | -10 | 1 | 11 | -1 | -2 | 2 | 0 | -2
Cc1c(Cl)cccc1NC(=O)COC(=O)Cc1ccsc1 | i | 10 | -2 | 7 | -27 | -3 | 7 | 10 | -2
CC(C)C[C@H]1CNC(=S)N1CC1CCCN1C[C@H](Cc1ccccc1)N1C[C@H](Cc2ccccc2)N(CC2CCCCC2)C1=S (stereo partly drawn) | i | -75 | -5 | 5 | -13 | -1 | 14 | 22 | 3
C=CCN(c1ccccc1)S(=O)(=O)c1cccc(C(=O)N2CCCC2)c1 | i | -1 | 0 | 7 | -11 | 0 | 3 | 0 | 0
O=C(NNc1cccc(Cl)n1)c1cccnc1Cl | i | -13 | 1 | 1 | -1 | -12 | 5 | -3 | 0
Cc1ccc(CNC(=O)CSc2ccc(-c3ccccn3)nn2)cc1 | i | -3 | 0 | 1 | -4 | -2 | -7 | 0 | 0
O=C(NCCNC(=O)C1CC2CCC1C2)C1CC2CCC1C2 (stereo not drawn) | i | -7 | -2 | -8 | -8 | -6 | -7 | 2 | 4
Clc1ccc(-c2nc3c4ccccc4ccn3c2Cc2cccc(Cl)c2)cc1 | i | 24 | -2 | -5 | 0 | -2 | nt | -22 | nt
CN(CCOc1ccccc1)CC(=O)Nc1ccc([N+](=O)[O-])cc1Cl | i | 60* | -4 | 1 | 2 | -1 | 7 | 11 | -3

Main list, from the start:
SMILES | Neddylation inh | FAS TE block | MT1-MMP act inh | SKN-1 inh | eLon inh | MsrA act | PABP1 MLLE inh | CendR NRP1 mod | Rin1 Abl inh
CC1(C(=O)NS(=O)(=O)c2cccc(OC(F)F)c2)CCN1C(=O)c1ccccc1 (stereo not drawn) | i | -10 | 1 | 11 | -1 | -2 | 2 | 0 | -2
Cc1c(Cl)cccc1NC(=O)COC(=O)Cc1ccsc1 | i | 10 | -2 | 7 | -27 | -3 | 7 | 10 | -2
CC(C)C[C@H]1CNC(=S)N1CC1CCCN1C[C@H](Cc1ccccc1)N1C[C@H](Cc2ccccc2)N(CC2CCCCC2)C1=S (stereo partly drawn) | i | -75 | -5 | 5 | -13 | -1 | 14 | 22 | 3
C=CCN(c1ccccc1)S(=O)(=O)c1cccc(C(=O)N2CCCC2)c1 | i | -1 | 0 | 7 | -11 | 0 | 3 | 0 | 0
O=C(NNc1cccc(Cl)n1)c1cccnc1Cl | i | -13 | 1 | 1 | -1 | -12 | 5 | -3 | 0
Cc1ccc(CNC(=O)CSc2ccc(-c3ccccn3)nn2)cc1 | i | -3 | 0 | 1 | -4 | -2 | -7 | 0 | 0
O=C(NCCNC(=O)C1CC2CCC1C2)C1CC2CCC1C2 (stereo not drawn) | i | -7 | -2 | -8 | -8 | -6 | -7 | 2 | 4
Clc1ccc(-c2nc3c4ccccc4ccn3c2Cc2cccc(Cl)c2)cc1 | i | 24 | -2 | -5 | 0 | -2 | nt | -22 | nt
CN(CCOc1ccccc1)CC(=O)Nc1ccc([N+](=O)[O-])cc1Cl | i | 60* | -4 | 1 | 2 | -1 | 7 | 11 | -3
COc1cc(C(=O)Nc2ccc(S(=O)(=O)N3CCCCC3)cc2)ccc1OCC(=O)N1CCOCC1 | i | -2 | -3 | 3 | -14 | -3 | 19 | -2 | 2
O=C(NC1CCCC1)C1c2ccccc2OCC(=O)N1Cc1ccccc1 (stereo not drawn) | i | -8 | 4 | 2 | 5 | -2 | nt | -1 | nt
Cn1c[n+](C)cc1/C=N/O | i | -7 | -6 | -4 | -7 | -5 | -134 | -12 | 0
COc1cc2ccccc2cc1C(=O)Nc1ccc(N2CCN(C)CC2)cc1 | i | -6 | 7 | 32 | 2 | -1 | -13 | 3 | -6
O=C(N1CCOCC1)N1c2ccccc2Sc2ccccc21 | i | 2 | 0 | 9 | -7 | -6 | 0 | 10 | -1
O=C1c2ccc(Cl)cc2S(=O)(=O)c2cccc(C(=O)N3CCC(Cc4ccccc4)CC3)c21 | i | 84* | -1 | -6 | 1 | -4 | -3 | 26* | 2
CCOc1ccc(NC(=O)CNS(=O)(=O)c2c(C)cc(C)cc2C)cc1 | i | 2 | -2 | -2 | 2 | -2 | 6 | 8 | 3
CC(C(=O)Nc1ccc(S(=O)(=O)N2CCOCC2)cc1)N1CCN(c2ccccn2)CC1 (stereo not drawn) | i | -2 | 0 | -12 | 4 | -14 | 6 | 14 | 1
Cn1c(N)c(C(c2ccccc2)c2c(N)n(C)c(=O)n(C)c2=O)c(=O)n(C)c1=O | i | -11 | -3 | 16 | -13 | 0 | -2 | 7 | 0
COc1cc(NC(=O)CSc2nccc(=O)[nH]2)c(C)cc1[N+](=O)[O-] | i | -6 | 1 | 3 | -3 | -6 | 9 | 0 | -3
O=C1c2ccccc2C(=O)N1CCCc1nc(-c2ccccn2)no1 | i | -7 | 5 | 1 | -2 | 1 | -13 | 3 | 1
O=C(Cc1ccon1)c1ccc(O)cc1O | i | -4 | -4 | 18 | 5 | -2 | 10 | 1 | 3
CC(C)Cc1nnc(NC(=O)C2CCN(C(=O)c3ccc(F)cc3)CC2)s1 | i | -5 | 0 | 3 | -10 | -2 | 10 | -9 | 3
CCN(CC)CCCN=Cc1c(O)n(Cc2ccccc2)c(=O)c2ccccc12 | i | -2 | 6 | 7 | -1 | -3 | 1 | -3 | -3
Cc1cnc(C(=O)Nc2c(-c3ccccc3)[nH][nH]c2=O)cn1 | i | nt | 4 | 15 | nt | nt | nt | -8 | nt
CCOc1ccccc1N1CCN(C(=O)c2cc(-c3cccnc3)nc3c(Cl)cccc23)CC1 | i | 13 | -9 | -11 | -10 | -2 | 0 | 16 | -3
O=C1CCC(C(=O)N2CCSCC2)CN1CCc1ccccc1 (stereo not drawn) | i | -7 | -16 | -14 | -5 | -5 | -3 | -4 | -2
CCOc1ccc(Nc2nc(-c3cccnc3)cs2)cc1 | i | -3 | -2 | 9 | 0 | -3 | -7 | 9 | 0
CSc1c2c([nH]c(=O)c1C#N)-c1ccccc1CC2 | nt | 11 | 3 | -1 | 2 | -4 | 1 | 0 | -2
CC(C)(C)OC(=O)C[C@@H]1C/C=C\C[C@@H](CC(=O)NCCO)C(=O)NC[C@@H](c2ccccc2)OC1=O | i | -5 | 2 | -2 | 13 | 1 | 3 | 18* | 1
CC(=O)N1CCN(c2ccccc2NC(=O)c2ccco2)CC1 | i | -3 | -2 | 15 | 6 | -3 | 2 | 11 | 0
COc1cccc(C(=O)NC2(C(F)(F)F)N=C3SCCN3C2=O)c1 (stereo not drawn) | i | -4 | 0 | -6 | 1 | 4 | 38 | -17 | 0
CCn1c(=O)c2cc(C(=O)Nc3ccccc3OC)sc2c2ccccc21 | nt | 14 | 3 | -16 | 7 | -8 | 1 | 12 | -2
COc1ccccc1C(=O)NC(=O)COC(=O)c1oc2ccccc2c1C | i | -24 | -1 | 13 | 1 | -3 | -10 | -7 | 1
O=C(c1cc(Cl)ccc1F)N1CCCC(Nc2ccc3c(c2)OCCO3)C1 (stereo not drawn) | i | 2 | -1 | -11 | 4 | -2 | -8 | 17 | 5
CCCn1c(N)c(N(CCOC)C(=O)CSCC(=O)Nc2cccc(C)c2)c(=O)[nH]c1=O | i | -3 | -8 | 1 | 3 | -2 | 12 | -3 | 2
CN(CCC1CCOCC1)C(=O)CC1C(=O)NCCN1Cc1cccc(F)c1 (stereo not drawn) | i | 0 | -1 | -9 | -1 | 0 | -4 | 2 | 0
COc1ccccc1N1C(=O)CC(Sc2ncccc2C(=O)O)C1=O (stereo not drawn) | i | -7 | 13 | -27 | 5 | -3 | 24 | -2 | 0
O=C(NN=C1c2ccccc2-c2ccccc21)c1cccc(Br)c1 | i | 7 | 7 | 2 | -4 | -2 | -14 | -3 | -2
CN1CCN(CC#CCC(O)(c2ccccc2)C2CCCC2)CC1 (stereo not drawn) | i | -4 | -7 | -5 | -11 | -5 | 2 | 6 | 2
CC(NCC(O)COc1ccc2ccccc2c1)c1ccccc1 (stereo not drawn) | i | -2 | -4 | 3 | 2 | -2 | -10 | 16 | 2
Cc1ccc(S(=O)(=O)NCCSc2nnc(N)s2)cc1 | i | -11 | -1 | -19 | -4 | -2 | -9 | -4 | 0
Cc1ccc2cc3cc(C(=O)N4CCN(C(=O)c5ccco5)CC4)sc3nc2c1 | i | 1 | 6 | -17 | 1 | -6 | 0 | 3 | -3
Cc1cc(C)c2cc(CN(CC3CCCO3)C(=S)NCc3ccco3)c(=O)[nH]c2c1 (stereo not drawn) | i | 7 | -6 | 1 | -2 | -11 | -101 | -5 | -4
O=C(NNS(=O)(=O)c1ccc([N+](=O)[O-])cc1)C1CCCCC1 | i | 6 | 2 | -9 | 6 | -7 | -6 | 4 | 6
CN(C)C(=O)N1CCCC(C(=O)NCCc2ccccc2)C1 (stereo not drawn) | i | -4 | 3 | -8 | -7 | 0 | 0 | -11 | -5
O=C(NNc1cccc(Cl)n1)c1ccccc1CC[N+](=O)[O-] | i | -3 | -11 | 8 | 3 | -4 | 3 | 4 | 1
O=C(COC(=O)c1ccc(S(=O)(=O)NCc2ccco2)cc1)Nc1ccccc1OC(F)F | i | 3 | 0 | 21 | 5 | -1 | 8 | 12 | -3
Cc1ccc(S(=O)(=O)N2CCC(C(=O)OCC(=O)N(C)C3CCCCC3)CC2)cc1C | i | 12 | -1 | 0 | 2 | 0 | -8 | -6 | 1
CCOC(=O)C1(CC2CC2)CCN(Cc2ccc3cccc(F)c3n2)CC1 | i | 4 | -1 | -7 | -6 | -3 | 9 | -14 | 2
COc1ccc(OC)c(NC(=O)CSc2nc3ccccc3c(=O)n2CC2CCCO2)c1 (stereo not drawn) | i | 14 | -2 | 13 | 1 | -1 | 3 | -3 | 0
CCCCNC(=O)C1(c2ccc(OC)cc2)CCOCC1 | i | -5 | -5 | 6 | -5 | 2 | -4 | -2 | 2
CCCS(=O)(=O)N1CCN(CC2CC3C=CC2C3)CC1 (stereo not drawn) | i | -5 | 1 | 9 | 5 | -1 | 4 | 12 | 0
COc1ccc(NC(=O)CSc2n[nH]c(-c3ccccc3)n2)cc1S(N)(=O)=O | i | -7 | 7 | 11 | 1 | -1 | -19 | 5 | 3
Cc1csc(N/N=C/c2ccccc2F)n1 | i | 0 | -1 | -4 | 6 | -1 | -15 | -14 | -1
Nc1c(C(=O)OCC(=O)Nc2ccc(Cl)cc2[N+](=O)[O-])[nH]c(=O)[nH]c1=O | i | -2 | 5 | -1 | 6 | -2 | 13 | 3 | -6
CC(=O)C1C(=O)C=C(c2cccs2)CC1c1ccccc1 (stereo not drawn) | i | 5 | -1 | -3 | 0 | -11 | 5 | -6 | 5
COc1ccc(S(=O)(=O)C(C#N)c2nc3ccccc3nc2N2CCCCC2)cc1 (stereo not drawn) | nt | 8 | -68 | 18 | -1 | -3 | 52 | -9 | 2
N#Cc1c(-c2ccccc2)nc(SCc2cccc(Cl)c2)[nH]c1=O | i | 21 | -3 | 0 | 0 | -3 | 0 | -26 | -9
CC1CC(C)CN(S(=O)(=O)c2ccc(NC(=O)c3ccc(=O)[nH]c3)cc2)C1 (stereo not drawn) | i | -2 | 1 | 9 | -3 | 1 | -17 | -8 | 1
CC(C)CN(CC(C)C)c1nn[nH]n1 | i | -8 | 0 | -5 | 11 | -2 | 7 | 0 | 3
